# D3 antag: blocks the human D3 dopamine receptor. 360,000 tested, 2.5% active. max response, negative = inhibition, %. D3R cells, DiscoveRx beta-arrestin luminescence, antagonist mode; hits give low values. AID 652054; in the data active = max response below about -50%; inconclusive = no clear call, values can overlap the other calls; also: % is scaled to controls: 0 for no effect and ±100 for the full control effect; mostly tested at two doses, the higher about 12 µM
# Target sequence (P35462 whole entry, looked up): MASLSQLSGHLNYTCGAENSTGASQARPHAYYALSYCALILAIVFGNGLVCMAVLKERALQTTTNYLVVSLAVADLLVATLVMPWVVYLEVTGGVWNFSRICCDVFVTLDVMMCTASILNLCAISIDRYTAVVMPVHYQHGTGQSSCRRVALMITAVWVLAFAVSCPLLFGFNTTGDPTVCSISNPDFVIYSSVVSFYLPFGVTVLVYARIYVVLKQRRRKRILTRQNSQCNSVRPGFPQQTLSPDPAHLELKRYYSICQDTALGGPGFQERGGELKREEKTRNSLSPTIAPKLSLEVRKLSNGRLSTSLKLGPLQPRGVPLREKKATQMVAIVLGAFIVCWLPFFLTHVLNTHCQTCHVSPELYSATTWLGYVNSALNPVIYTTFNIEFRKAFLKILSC
#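 Cells expressing the human receptor were seeded at 1500 cells/well, incubated overnight at 37 degrees C in 5% CO2, then exposed to library compounds with dopamine controls for 90 minutes at 37 degrees C before luminescent detection.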
# pAkt inh: inhibitors of Akt phosphorylation. activity change, % for hits at 50 µM. Neuro2A IGF-stimulated pAkt S473 HTRF, 20 min; hits give low values. 360,000 tested, 0.32% active; in the data active = activity change below about -80%; inconclusive = mostly about -51% to -80%; also: % is scaled to controls: 0 for no effect and ±100 for the full control effect
#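 Neuro2A cells in DMEM with 0.5% FBS, overnight at 37 deg C, given compound at single 50 µM final, then IGF (6 nM final) for 20 min at 37 deg C. Lysed; phospho-Akt Ser473 by HTRF after 24 h, 665/615 ratio.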
# D3 ag: agonists of human D3 dopamine receptor; P35462; D3R DiscoveRx beta-arrestin cells, luminescence, 90 min; max activation, %; 410,000 tested, 0.58% active; AID 652048; in the data active = max activation above about 30%; also: 0% is about no effect; mostly tested at two doses, the higher about 12 µM
#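 Cells at 1500/well, incubated overnight, then treated with pinned compounds (dopamine as control) for 90 min at 37 degrees C. DiscoveRx reagent added for 30 - 60 minutes at room temperature; luminescence read.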
# Mm-Cpn inhibitor: blocks the Methanococcus maripaludis chaperonin Mm-Cpn; purified Mm-Cpn ATPase, ADP Transcreener TR-FRET; Potency, µM (highest dose often 76.9 µM), for inactives: at the top dose activity, negative = inhibition, hits mostly inhibitors; 330,000 tested, 0.031% active; AID 504842; also: potency is read from the fitted curve at half-maximal effect; % is scaled to controls: 0 for no effect and ±100 for the full control effect; nearly all actives have a fitted effect of over 80% in size
#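 25 nM Mm-CPN + cpd, 10 min 37°C; + 10 uM ATP, 30 min 37°C; buffer 30 mM Tris pH 7.4, 100 mM KCl, 5 mM MgCl2, 1 mM DTT; Transcreener ADP HTRF detection 30 min RT.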
# PTHR1 ag: activates the human parathyroid hormone receptor PTHR1; Q03431; HEK293 GP2 PTHR1 cells, GloSensor cAMP luminescence, 1 h; Potency, µM (top dose mostly 115 µM), without a hit: at the top dose activation, usual class: activators; 410,000 tested, 0.075% active; also: potency is read from the fitted curve at half-maximal effect; nearly all actives have a fitted effect of over 55% in size; some results filed as inactive show a strong effect at the top dose; inactives centre near -15; many of its hits are not listed in these tables
# Target sequence (Q03431 whole entry, looked up): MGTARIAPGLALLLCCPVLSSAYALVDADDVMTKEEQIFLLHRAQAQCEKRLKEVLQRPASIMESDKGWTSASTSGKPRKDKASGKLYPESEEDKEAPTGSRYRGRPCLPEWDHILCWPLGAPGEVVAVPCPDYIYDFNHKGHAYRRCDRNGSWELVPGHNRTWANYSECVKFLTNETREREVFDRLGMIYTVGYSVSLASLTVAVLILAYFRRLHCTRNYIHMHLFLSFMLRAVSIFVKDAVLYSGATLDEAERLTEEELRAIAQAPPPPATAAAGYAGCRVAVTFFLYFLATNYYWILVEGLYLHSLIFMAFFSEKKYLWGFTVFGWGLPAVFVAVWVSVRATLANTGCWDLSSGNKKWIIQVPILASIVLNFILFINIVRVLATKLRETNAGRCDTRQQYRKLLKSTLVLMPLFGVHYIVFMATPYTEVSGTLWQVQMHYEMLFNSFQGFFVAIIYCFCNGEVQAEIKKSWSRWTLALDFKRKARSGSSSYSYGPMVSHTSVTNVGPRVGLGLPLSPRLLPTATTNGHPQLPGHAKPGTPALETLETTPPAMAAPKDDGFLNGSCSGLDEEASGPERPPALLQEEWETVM
#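 HEK-293-derived GP2 cells expressing PTHR1 and a GloSensor cAMP reporter, 3,000/well, plated overnight, given luciferin plus IBMX (each 0.5 mM as added) for 1 h at 37 °C, then compound for 1 h at 37 °C. Luminescence was read after 15 min at room temperature.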
# EPAC2 agonist: activates human EPAC2 exchange factor; Potency, µM (highest dose often 154 µM), inactives show at the top dose activation, actives largely listed as activators; AID 720711; EPAC2 activation, biochemical qHTS; response scale: 100% = 6.5 mM cAMP response; 360,000 tested, 0.079% active; also: potency is read from the fitted curve at half-maximal effect; nearly all actives have a fitted effect of over 50% in size
#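 Readout is BODIPY fluorescence (480 nm excitation, 540 nm emission), which falls as labeled GDP is exchanged off Rap1B. EPAC2 at 100 nM acted on 250 nM RAP1B-BODIPY-GDP with 50 uM GDP present.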
# CCT modulator: changes cytosolic chaperonin activity | AID 651819 | activity change, % (no concentration beside the values), hits read low | 360,000 tested, 0.3% active | purified chaperonin ATPase assay, HTRF ADP detection, 30 min; in the data active = activity change below about -30%; also: % is scaled to controls: 0 for no effect and ±100 for the full control effect
#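 TRiC (40 or 20 nM final, by batch activity) in 30 mM Tris pH 7.4, 100 mM KCl, 5 mM MgCl2, 1 mM DTT was treated with compound at 76 uM single dose, then 10 uM ATP, 30 min at 37 °C. ADP was read by HTRF Transcreener.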
# EPAC2 antag: EPAC2 (human) antagonism. EPAC2 GEF exchange of Rap1B-BODIPY-GDP, fluorescence. Q8WZA2. Potency, µM (titrated, usually from 114 µM), for the others: at the top dose activity, negative = inhibition, most hits filed as inhibitors. 360,000 tested, 0.18% active; also: potency is read from the fitted curve at half-maximal effect; % is scaled to controls: 0 for no effect and ±100 for the full control effect; nearly all actives have a fitted effect of over 45% in size; many of its hits are not listed in these tables
# * hit, by the source's call; i = inactive; ? = inconclusive; . = no result given; & = joins results of further samples; [ ] = another dose, or the depositor's remark. Unless noted, calls follow the shape of the dose curve; as a rule, active = well fitted curve in the direction sought with a large enough effect; inconclusive = small, poorly fitted or top-dose-only effect, or another doubt; inactive = no such curve, though single readings can be large; an effect the other way counts as inactive or inconclusive. This is a subset, so the mix of outcomes need not match the whole.
SMILES,D3 antag,pAkt inh,D3 ag,Mm-Cpn inhibitor,PTHR1 ag,EPAC2 agonist,CCT modulator,EPAC2 antag
Cc1ccc(CNC(=O)COC(=O)c2nc(-c3ccccc3)oc2C)cc1,0,i,1,1%,-5%,-3%,1.1,?
COc1ccc(-c2csc(C(C)(O)c3cccc(F)c3)n2)cn1 (stereo not given),-16,i,-17,.,-46%[inhibitor],14%,-0.2,-15%
COc1ccc(CN2CCCC(CNC(=O)c3ccc(F)cc3)C2)cc1OC (stereo not given),-12,i,-19,-8%,i,4%,-2.5,-7%
Cc1ccc2cc(C)c(SCC(=O)Nc3ccc(S(=O)(=O)N4CCCC4)cc3)nc2c1,35,i,-4,?,-18%,12%,-25,-2%
CCC(C)(C)n1nnnc1C(c1cc2cc(OC)c(OC)cc2[nH]c1=O)N1CCc2ccccc21 (stereo not given),18,i,18,0%,-1%[57.5 µM],2%,2.9,-5%
O=c1[nH]c2cc3c(cc2cc1CN(CCc1ccccc1)C(=S)NCCCN1CCOCC1)OCCO3,-25,i,-11,.,-39%[inhibitor],-14%,-1.8,-6%
COc1ccc(OCC(O)CNC(=O)Nc2ccccc2)cc1 (stereo not given),-4,i,6,-4%,-8%,3%,-0.3,12%
COC(=O)c1cc(NC2c3ncccc3C(=O)N2Cc2ccccc2)cc(C(=O)OC)c1 (stereo not given),-15,i,11,0%,i,0%,2.6,-4%
CCOC(=O)Cn1c(=N)n(CCOc2ccc(F)cc2)c2ccccc21,7,i,6,-2%,-8%,0%,-3.6,12%
O=C(Nc1ccc(-c2nc3ncccc3o2)cc1)c1ccc(Br)o1,-5,i,3,-2%,i,-13%,0.4,5%
CC(C)=C1C(=O)NN(c2ccc(C)c(Cl)c2)C1=O,27,i,-2,1%,-15%,-6%,-2.3,-11%
CCc1nc2scc(-c3cccs3)c2c(=O)o1,14,i,-10,-3%,-10%[57.5 µM],3%,-3.4,-4%
O=C(NCc1nc2ccccc2[nH]1)C1=C[C@@H](c2csc3ccccc23)C[C@@H](OCCCCO)O1,41,i,-2,-5%,i,9%,-4.1,-20%
CC(C)CNC(=O)C1(C)CCCN1Cc1ccccc1OC(F)F (stereo not given),0,i,-11,.,-1%,-4%,1.9,-16%
CC1(C)CC(=O)C(Br)=C(O)C1,-8,i,-8,2%,-38%[inhibitor],4%,1.6,17%
COc1ccc(-c2noc(CSc3nc(N)c(-c4ccccc4)c(=O)[nH]3)n2)cc1,19,i,11,1%,i,16%,-0.5,-11%
Cc1ccc2[nH]c3c(N4CCOCC4)ncnc3c2c1,3,i,0,-3%,-91%[inhibitor],13%,0.1,-2%
CCOC1=C2CN(S(=O)(=O)c3ccc(C)cc3)[C@H](c3cccs3)C[C@H]2[C@H]2C(=O)N(c3ccccc3)C(=O)[C@H]2C1,-26,i,1,.,i,9%,0.2,20%
COc1ccc(S(=O)(=O)N2CCC(C(=O)Nc3ccccc3C)CC2)c2cccnc12,17,i,10,2%,-20%,10%,-1.4,3%
O=C1c2ccc3c4c(ccc(c24)C(=O)N1NC(=O)C(F)(F)F)CC3,1,i,2,-2%,i,4%,2.3,15%
Cc1noc(NS(=O)(=O)c2ccc(N/C=C/C(=O)c3ccccc3)cc2)c1C,-14,i,10,0%,-11%[57.5 µM],3%,-1.3,4%
COC(=O)C1=C(C(=O)OC)[C@@H]2N(Cc3ccccc3)c3ccccc3[C@@]23C[C@@H](C(=O)OC)N(C(=O)c2ccc(Br)cc2)C3=N1,13,i,12,-2%,-6%,4%,-2.3,8%
CCc1cccc(NC(=O)c2cccc3c2C(=O)N(C2CCCCC2)C3)c1,27,.,1&3,-2%,-1%,2%,-0.7,-5%
CNC(=O)/C(C#N)=C/c1c(N2CCN(c3ccccc3)CC2)nc2c(C)cccn2c1=O,0,i,-30,0%,-13%,7%,-0.1,-1%
CCCC(=O)N(CCN(Cc1ccccc1)C(=O)CCC)Cc1ccccc1,26,i,-4,1%,-83%[inhibitor][57.5 µM],-5%,-1.7,1%
COc1ccccc1CNC(=O)C1CCC(CNS(=O)(=O)c2ccc(NC(C)=O)cc2)CC1 (stereo not given),5,i,-2,2%,i,6%,-2.8,-9%
CSc1ccccc1NC(=O)CN(c1cc(C)cc(C)c1)S(C)(=O)=O,-5,i,-7,0%,i,18%,-7.0,-6%
CCc1ccc(NC(=O)C(C)OC(=O)C2CCN(c3ccc(C(F)(F)F)cn3)CC2)cc1 (stereo not given),17,i,7,1%,-2%,0%,0.6,-5%
COC(=O)c1sc2cc(C(F)(F)F)cnc2c1-c1ccccn1,2,i,1,1%,i,3%,-1.8,-6%
CCC(=NC)C1=C(O)CC(c2ccccc2)CC1=O (stereo not given),-4,i,5,2%,i,1%,-1.5,2%
CCC1(c2ccccc2)NC(=O)N(CC(=O)Nc2ccc3c(C)cc(=O)oc3c2)C1=O (stereo not given),1,i,11,-4%,-4%,-4%,0.0,-7%
CC(C)(C)n1ncc2c(=O)n(Cc3ccccc3Br)cnc21,.,.,.,1%,-96%[inhibitor],7%,.,-29%
CC1CCCCN1C(=O)CN1C(=O)CSc2ccc(S(=O)(=O)N3CCOCC3)cc21 (stereo not given),-10,i,2,2%,i,7%,-1.0,-1%
CCC(C)N(C(=O)COC(=O)c1ccc(=O)n(Cc2ccccc2)n1)C1CCS(=O)(=O)C1 (stereo not given),7,i,2,-1%,i,1%,0.6,3%
COC(=O)c1ccc(C(NC(=O)OCc2ccccc2)/C(F)=C/[C@@H](C)C(=O)NCc2ccc(OC)c(OC)c2)cc1 (stereo not given in full),4,i,3,0%,i,8%,-1.7,-6%
COc1ccc(CCNCCN2CCOCC2)cc1,0,i,-2,-3%,1%,-8%,0.7,-10%
COc1cccc(/C=C2\SC(=O)N(CC(=O)NC3CCS(=O)(=O)C3)C2=O)c1 (stereo not given),19,i,1,-2%,-6%,-3%,-1.3,7%
Clc1cccc(Cl)c1CO/N=C/c1cccs1,-5,i,-2,-1%,i,15%,0.6,4%
Cc1sc(-c2ccncc2)nc1OC(=O)c1ccc(F)cc1F,17,i,14,-3%,i,5%,-1.8,0%
Cc1ccc(C(=O)NCC(=O)NC2CC2)cc1,-6,i,2,0%,-91%[inhibitor],4%,-1.7,-4%
Cc1cccc(N2CCN(C(=O)NCc3ccc(Cl)cc3)CC2)c1,22,i,-18,-1%,-6%[57.5 µM],5%,-2.0,-1%
CC1CCC2CCCCC2N1C(=O)c1cc([N+](=O)[O-])cc([N+](=O)[O-])c1 (stereo not given),-5,i,9,2%,-17%,11%,0.8,-11%
Cc1ccc(C(=O)O)cc1N=Cc1cc(Br)cc(Br)c1O,-120*,i,-24,-2%,-14%,-2%,-3.0,?
CCCCNC(=O)Cc1ccc(Br)cc1,-20,i,-7,1%,-10%,13%,-2.0,1%
c1ccc(CNc2ncnc3sc4c(c23)CCC4)nc1,12,i,12,?,-5%[57.5 µM],14%,-2.2,1%
O=C(N/N=C/c1cccnc1)c1cccc(Br)c1,6,i,-1,-6%,i,6%,1.8,5%
CCOC(=O)CCC(NC(=O)CCCCC(=O)NC(CCC(=O)OCC)C(=O)OCC)C(=O)OCC (stereo not given),1,i,1,0%,i,-1%,-1.6,6%
S=C(NCc1ccccn1)Nc1ccc(Br)cc1Cl,-2,i,-3,1%,-19%,14%,-2.4,-6%
N/C(=N\OC(=O)CSc1ccccc1)c1ccccn1,5,i,1,0%,-54%,0%,-0.1,-5%
C=C(C)Cn1c(SCCCO)nc2c1c(=O)[nH]c(=O)n2C,?,i,0,-1%,-11%[57.5 µM],6%,-1.3,-26%

# Next section
SMILES,D3 antag,pAkt inh,D3 ag,Mm-Cpn inhibitor,PTHR1 ag,EPAC2 agonist,CCT modulator,EPAC2 antag
Cn1c(CN2CCN(C(=O)c3ccccc3Cl)CC2)nc2cc([N+](=O)[O-])ccc21,9,i,1,2%,-11%,1%,1.1,-3%
COc1ccc(-c2cnnc(N/N=C/c3ccc(-c4ccc([N+](=O)[O-])cc4)o3)n2)cc1,13,i,0,-2%,-21%,2%,-3.1,-9%
Nc1ccc(C(=O)N2CCN(S(=O)(=O)c3ccc(Cl)cc3)CC2)cc1[N+](=O)[O-],-3,i,-21,4%,-15%,9%,-3.1,-11%
O=C(CNS(=O)(=O)c1ccc2ccccc2c1)OCc1nnc(-c2ccccc2)o1,25,i,-9,1%,-9%[57.5 µM],6%,-4.1,-9%
CC(=O)Nc1cccc(-c2nc3ccccc3s2)c1,11,i,5,2%,-10%,-2%,0.5,-7%
Cn1c(=O)c(C(=O)CN2CCOCC2)c(N)n(Cc2ccccc2)c1=O,0,i,-2,1%,-4%[57.5 µM],5%,-2.9,15%
Cc1ccc(CNC(=O)c2ccccc2N(C)S(C)(=O)=O)cc1,-16,i,-4,1%,i,13%,1.9,4%
CC(=O)c1ccc(N2CCN(C(=O)Nc3ccc(C)cc3)CC2)cc1,5,i,2&-9,-3%,-39%&-85%[inhibitor],2%,-2.1,6%
O=C(COC(=O)c1cccc(Br)c1)Nc1ccc2[nH]c(=O)[nH]c2c1,-18,i,4,1%,i,14%,-2.1,1%
Nc1c2c(=O)[nH]c(O)cc2nn1-c1ccccc1,13,i,17,.,i,10%,0.5,7%
COCCNC(=S)NC(=O)CC12CC3CC(CC(C3)C1)C2,7,i,-2,-2%,-22%,16%,1.4,-5%
COc1cc(NC(=O)Cn2cnc(S(=O)(=O)N3CCCCC3)c2)cc(OC)c1OC,-6,i,0,0%,?,2%,-0.3,11%
O=C(COc1ncnc2cc([N+](=O)[O-])ccc12)N(CCc1ccccc1)Cc1ccccc1,47,i,21,-2%,-7%,-2%,-17,0%

# Entries listed so far that have a CF3 group (3):
SMILES,D3 antag,pAkt inh,D3 ag,Mm-Cpn inhibitor,PTHR1 ag,EPAC2 agonist,CCT modulator,EPAC2 antag
O=C1c2ccc3c4c(ccc(c24)C(=O)N1NC(=O)C(F)(F)F)CC3,1,i,2,-2%,i,4%,2.3,15%
CCc1ccc(NC(=O)C(C)OC(=O)C2CCN(c3ccc(C(F)(F)F)cn3)CC2)cc1 (stereo not given),17,i,7,1%,-2%,0%,0.6,-5%
COC(=O)c1sc2cc(C(F)(F)F)cnc2c1-c1ccccn1,2,i,1,1%,i,3%,-1.8,-6%

# Assay outcomes (PubChem)
